# FLuc counter: qHTS profiling assay for firefly luciferase inhibitor/activator using purifed enzyme and Km concentrations of substrates (counterscreen for miR-21 project); purified FLuc, Km substrates, luminescence inhibition; Potency, µM (titrated, usually from 57.5 µM), without a hit: at the highest dose activity change, negative = inhibition, actives largely listed as inhibitors; 360,000 compounds, 6.9% hits;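 also: potency is read from the fitted curve at half-maximal effect; plate controls were vehicle for no effect and reference inhibitor for full effect; nearly all actives have a fitted effect of over 55% in size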
#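 Purified P. pyralis luciferase (10nM final) with 10uM D-luciferin and 10uM ATP (Km levels) in 50mM Tris acetate pH 7.5, 10mM Mg acetate, 0.01% Tween-20, 0.05% BSA; qHTS 6-point titration, ~60 µM downward; luminescence read.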
# Gal4-VP16 FLuc: VP16 counterscreen qHTS for inhibitors of ROR gamma transcriptional activity | Drosophila S2 Gal4-VP16 UAS-luciferase, luminescence, 20 h | Potency, µM (doses to about 53.6 µM), for the others: top-dose activity, negative = inhibition, usual class: inhibitors | 310,000 compounds, 3.5% hits | AID 2546, 2010;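 also: Gal4-VP16 expression switched on by copper sulfate through the metallothionein promoter; potency is read from the fitted curve at half-maximal effect; % is scaled to controls: 0 for no effect and ±100 for the full control effect; nearly all actives have a fitted effect of over 50% in size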
# NPC1 prom act: qHTS Assay for NPC1 Promoter Activators; Huh7 NPC1 promoter luciferase reporter, 24 h; Potency, µM (titrated, usually from 9.22 µM), for inactives: at the highest dose activation, usual class: activators; 320,000 compounds, 2.4% hits;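 also: potency is read from the fitted curve at half-maximal effect; % of control where 0% means no effect; nearly all actives have a fitted effect of over 60% in size; reporter is driven by a mutant NPC1 promoter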
#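 NPC1 promoter–luciferase Huh7 cells; 24 h compound; luminescence.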
# Rab9 promoter act: qHTS Assay for Rab9 Promoter Activators. Huh7 Rab9 promoter-luciferase reporter, luminescence, 24 h. Potency, µM (series often up to 9.22 µM), for the others: top-dose activation, negative = inhibition, most hits filed as activators. 320,000 compounds, 2.8% hits; also: potency is read from the fitted curve at half-maximal effect; % of control where 0% means no effect; nearly all actives have a fitted effect of over 60% in size
#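 Cell-based reporter: Huh7 stable for Rab9 promoter-driven luciferase, plated in reduced-serum medium with 10% FBS at 1500 cells/well, compound-treated 24 h at 37 °C, luminescence read after 10 min reagent.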
# Mito fusion yeast: qHTS Assay for Small Molecule Inhibitors of Mitochondrial Division or Activators of Mitochondrial Fusion | S. cerevisiae fusion-defective mutant growth rescue, CellTiterGlo 48 h | Potency, µM (top dose mostly 46.1 µM), without a hit: at the highest dose growth rescue (activation), actives largely listed as activators | 320,000 compounds, 0.23% hits | AID 485298, 2010;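 also: potency is read from the fitted curve at half-maximal effect; % of control where 0% means no effect; nearly all actives have a fitted effect of over 45% in size; temperature-sensitive fusion mutants such as fzo1-1 at 37 °C on non-fermentable ethanol glycerol medium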
#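 Luminescent cell viability in 1536-well qHTS format served as the measure of rescued growth in ts fusion-mutant S. cerevisiae cultured on non-fermentable YPEG for 48 hours at 37C.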
# RORgamma inh: qHTS for inhibitors of ROR gamma transcriptional activity. Nuclear receptor ROR-gamma (Mus musculus), P51450. Drosophila S2 Gal4-RORgamma UAS-luciferase reporter, 20 h. Potency, µM (top dose mostly 53.6 µM), inactives show at the top dose activity change, negative = inhibition, most hits filed as inhibitors. 310,000 compounds, 5.4% hits. AID 2551, 2010; also: potency is read from the fitted curve at half-maximal effect; % is scaled to controls: 0 for no effect and ±100 for the full control effect; nearly all actives have a fitted effect of over 60% in size
# Target sequence (P51450 whole entry, looked up, the tested form may be a part): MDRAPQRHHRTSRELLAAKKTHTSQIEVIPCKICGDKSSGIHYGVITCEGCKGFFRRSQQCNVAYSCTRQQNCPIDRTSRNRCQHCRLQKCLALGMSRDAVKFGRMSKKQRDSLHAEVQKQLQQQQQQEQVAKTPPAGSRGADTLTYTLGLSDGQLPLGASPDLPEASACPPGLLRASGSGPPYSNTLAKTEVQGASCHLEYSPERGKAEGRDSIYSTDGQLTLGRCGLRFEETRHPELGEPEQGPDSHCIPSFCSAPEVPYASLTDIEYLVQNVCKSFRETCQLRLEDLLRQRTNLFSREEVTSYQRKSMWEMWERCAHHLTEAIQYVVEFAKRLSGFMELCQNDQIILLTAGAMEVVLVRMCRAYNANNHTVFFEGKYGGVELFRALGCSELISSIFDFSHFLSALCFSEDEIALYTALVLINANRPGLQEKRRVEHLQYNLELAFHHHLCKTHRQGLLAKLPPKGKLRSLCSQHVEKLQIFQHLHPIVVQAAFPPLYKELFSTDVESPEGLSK
#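 ROR gamma transcriptional activity was tracked as Gal4-UAS luciferase output in stably transfected Drosophila Schneider cells, with compound added 1 hr before 700 uM copper sulfate induction and a 20 hr ambient-temperature incubation.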
# Menin-MLL TR inh: qHTS Assay for Inhibitors Targeting the Menin-MLL Interaction in MLL Related Leukemias: Competition With Texas Red Labeled MLL-derived Mutant Peptide; Menin + Texas Red MLL mutant peptide, fluorescence polarization; Potency, µM (top dose mostly 61.6 µM), for inactives: at the top dose FP activity change, negative = inhibition, actives largely listed as inhibitors; 270,000 compounds, 0.23% hits; active = well fitted inhibition curve with a large enough effect in the polarisation, with a control signal flat, not every such curve was filed as active; inconclusive = small, poorly fitted or top-dose-only effect, or effect the other way, or a change in a side signal; inactive = no such curve, though single readings can be large or run the other way; the % refers to the polarisation; also: potency is read from the fitted curve at half-maximal effect; % of control where 0% means no effect; many of its hits are not listed in these tables
# Target sequence (O00255 whole entry, looked up): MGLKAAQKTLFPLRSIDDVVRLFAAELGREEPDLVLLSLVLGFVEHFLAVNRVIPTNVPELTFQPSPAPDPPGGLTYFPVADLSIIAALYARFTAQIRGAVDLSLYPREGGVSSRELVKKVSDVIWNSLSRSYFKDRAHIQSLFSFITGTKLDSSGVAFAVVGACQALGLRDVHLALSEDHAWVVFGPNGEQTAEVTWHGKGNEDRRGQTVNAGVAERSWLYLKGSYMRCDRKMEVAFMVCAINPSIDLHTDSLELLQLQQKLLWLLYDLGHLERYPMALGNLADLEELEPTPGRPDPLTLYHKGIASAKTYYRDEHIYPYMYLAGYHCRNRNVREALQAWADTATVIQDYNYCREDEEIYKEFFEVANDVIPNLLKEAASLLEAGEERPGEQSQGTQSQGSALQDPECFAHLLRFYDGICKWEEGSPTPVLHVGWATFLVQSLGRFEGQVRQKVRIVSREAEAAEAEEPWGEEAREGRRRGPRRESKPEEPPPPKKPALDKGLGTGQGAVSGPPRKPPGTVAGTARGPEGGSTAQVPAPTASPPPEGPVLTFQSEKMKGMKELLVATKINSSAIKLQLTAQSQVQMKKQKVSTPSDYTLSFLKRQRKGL
# MBNL1 CUG block: qHTS Assay for Inhibitors of MBNL1-poly(CUG) RNA binding | TR-FRET MBNL1-His/biotin-(CUG)12 binding, 665/545 ratio | Muscleblind-like protein 1 (Homo sapiens), Q9NR56 | Potency, µM (doses to about 57.5 µM), for the others: at the top dose activity change, negative = inhibition, most hits filed as inhibitors | 280,000 compounds, 0.036% hits; active = well fitted inhibition curve with a large enough effect in the signal ratio, with a control signal flat, not every such curve was filed as active; inconclusive = small, poorly fitted or top-dose-only effect, or effect the other way, or a change in a side signal; inactive = no such curve, though single readings can be large or run the other way; the % refers to the signal ratio; also: potency is read from the fitted curve at half-maximal effect; % is scaled to controls: 0 for no effect and ±100 for the full control effect
#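 Inhibition of protein-RNA binding appears as loss of TR-FRET between terbium anti-His antibody on MBNL1-His and streptavidin-XL665 on biotin-(CUG)12. Activity is normalized to buffer-only and uninhibited-complex controls.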
# PKM2 activator: qHTS Assay for Activators of Human Muscle isoform 2 Pyruvate Kinase; Pyruvate kinase PKM (Homo sapiens), P14618; purified PKM2, Kinase-Glo ATP luminescence, activation; response scale: 0% is enzyme alone, no compound; Potency, µM (highest dose often 57.5 µM), without a hit: top-dose activation, actives largely listed as activators; 260,000 compounds, 0.34% hits; AID 1631, 2009; also: potency is read from the fitted curve at half-maximal effect; % is scaled to controls: 0 for no effect and ±100 for the full control effect; nearly all actives have a fitted effect of over 55% in size
#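 Kinase-Glo luminescence reports ATP generated from ADP (0.1 mM) and PEP (0.5 mM) by purified hPK-M2 after 1 h at room temperature, pH 7.2 imidazole buffer; intermediate enzyme activity allows detecting inhibitors and activators.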
# KCNH2 3.1 block: qHTS for Inhibitors of KCHN2 3.1: Mutant qHTS; activity change, % (tested at about 1.8 µM); U2OS KCNH2 3.1, thallium flux FluxOr; active compounds read low; 340,000 compounds, 0.95% hits; Potassium voltage-gated channel subfamily H member 2, brain isoform KCNH2 3.1 (human);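 active = maximum activity change below -70%; inconclusive = maximum activity change from -70% to -50%; inactive = maximum activity change above -50%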;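 also: thallium influx rate constant from kinetic fluorescence after stimulation buffer; % is scaled to controls: 0 for no effect and ±100 for the full control effect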
#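 FluxOr-based Tl+ influx in U2OS cells transduced with KCNH2 3.1 virus; rate constants normalized to DMSO controls.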
# ELG1 DNA repair: qHTS screen for small molecules that inhibit ELG1-dependent DNA repair in human embryonic kidney (HEK293T) cells expressing luciferase-tagged ELG1 | HEK293T ELG1-luciferase reporter, luminescence, 16 h; DNA damage induced by 5-fluorouridine | AID 504467, 2011 | 330,000 compounds, 2.3% hits | Potency, µM (doses to about 46.1 µM), for the others: at the highest dose activity change, negative = inhibition, most hits filed as inhibitors; also: potency is read from the fitted curve at half-maximal effect; % is scaled to controls: 0 for no effect and ±100 for the full control effect; nearly all actives have a fitted effect of over 55% in size
#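 Luminescence from the luciferase reporter, measured 30 min after ONE-Glo reagent at room temperature, was the read-out. Beforehand, 2,000 cells per well were exposed for 16 hr at 37 °C to 5-fluorouridine together with compound or vehicle.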
# * hit, by the source's call; ? = inconclusive; nt = not tested or not shown; [ ] = another dose, or the depositor's remark. Unless noted, calls follow the shape of the dose curve; as a rule, active = well fitted curve in the direction sought with a large enough effect; inconclusive = small, poorly fitted or top-dose-only effect, or another doubt; inactive = no such curve, though single readings can be large; an effect the other way counts as inactive or inconclusive. The list is partial; rates above refer to the full screens.
structure | FLuc counter | Gal4-VP16 FLuc | NPC1 prom act | Rab9 promoter act | Mito fusion yeast | RORgamma inh | Menin-MLL TR inh | MBNL1 CUG block | PKM2 activator | KCNH2 3.1 block | ELG1 DNA repair
O=C(Nc1ccc(F)cc1F)Nc1ccc(F)cc1F | -4% | ? | 23% | 28% | -3% | -3% | -20% | 2% | 6% | -2 | -1%
CCOc1ccccc1NC(=O)COC(=O)C(Cc1ccccc1)NC(=O)c1ccco1 (centres undefined) | -3% | nt | 2% | 1% | -7% | nt | nt | nt | nt | -17 | 5%
COc1ccc(S(=O)(=O)n2cnc3ccccc32)cc1OC | -2% | -5% | 2% | 0% | -1% | 29%[1.91 µM] | -12% | -2% | -5% | 6 | 2%
NC(=O)c1ccc(NC(=O)CCc2nc3ccccc3s2)cc1 | ? | -8% | 5% | -2% | 6% | 23% | ? | 1% | 0% | 13 | 20%
O=C(N/N=C/c1ccco1)c1csc2c1CCCC2 | 15µM* | -11% | 25% | 13% | -3% | -4% | nt | 12% | 11% | 14 | ?
C=CCc1cccc2cc(C(=O)N3CCN(c4ccccn4)CC3)c(=O)oc12 | 0% | -6% | -4% | -6% | -5% | 20% | -9% | -6% | 11% | -6 | -5%
CCC1(c2ccccc2)NC(=O)N(CC(=O)NNC(=O)CCN2CCN(c3ccccc3)CC2)C1=O (centres undefined) | 0% | nt | 0% | -4% | 2% | nt | nt | nt | nt | -8 | 0%
CCN(CC)CCNC(=O)C(C(=O)c1ccccc1)n1ccccc1=O (centres undefined) | -1% | -11% | -3% | -6% | 0% | -12% | 9% | 5% | -1% | 1 | 15%
COc1cccc(-c2c(-c3cc(OC)cc(OC)c3)n(C)c3ccc(-c4cnc(OC)nc4)cc23)c1 | 3% | nt | 0% | -1% | -5% | nt | nt | nt | nt | 0 | ?
Cc1nccn1CCc1n[nH]c(=S)n1Cc1ccccc1 | 0% | 0% | 0% | 3% | -9% | -27% | 1% | -4% | -2% | -9 | 4%
O=S(=O)(Nc1cc(F)ccc1F)c1cccc2nonc12 | 3% | -1% | -5% | 0% | 2% | 37% | -2% | ? | -5% | 6 | 11%
COc1ccc(NS(=O)(=O)c2cc(NC(=O)CCNC(C)=O)ccc2N2CCOCC2)cc1 | 5% | nt | 1% | 3% | -7% | nt | nt | nt | nt | 25 | 10%
Cc1cccc(NC(=O)NNC(=O)c2ccc(C)c([N+](=O)[O-])c2)c1 | 0% | -1% | -1% | -3% | -5% | -1% | 14% | 6% | -4% | 1 | -7%
O=C(CN1C(=O)NC2(CCCCC2)C1=O)N1CCN(S(=O)(=O)c2cccc([N+](=O)[O-])c2)CC1 | 1% | nt | 0% | 1% | -4% | nt | nt | nt | nt | 18 | -1%
COC(=O)C(C)Nc1cccc(Br)c1 (centres undefined) | 1% | -4% | -1% | -1% | -2% | 0% | nt | -2% | 13% | -3 | 10%
O=C(Nc1cc(Br)ccc1O)c1cc(-c2ccc3c(c2)OCO3)on1 | ? | -23% | ? | ? | -9% | -43% | nt | 9% | -1% | -6 | ?
CC(C)NC(=O)CSc1nnc(CNC(=O)OC(C)(C)C)n1C | -1% | -11% | -2% | -1% | -5% | 14% | nt | 2% | 0% | 4 | -1%
Cc1occc1-c1nnc(SCC(=O)NCC2CCCO2)n1C (centres undefined) | 0% | nt | -3% | 3% | -2% | 8%[0.365 µM] | 13% | 11% | 2% | -18 | 1%
Cc1ccc(C)c(NC(=O)C2C3CCCC2C3c2ccccc2)c1 (centres undefined) | 1% | -22% | 0% | 0% | 1% | 41% | ? | -15% | 0% | -23 | 18%
Cc1cccc(NCc2ccccc2O)n1 | -6% | -5% | 2% | -5% | -3% | 25% | 3% | 3% | 4% | 5 | ?

# Two of these compounds, set out differently.
# Sequence of screens – FLuc counter	Gal4-VP16 FLuc	NPC1 prom act	Rab9 promoter act	Mito fusion yeast	RORgamma inh	Menin-MLL TR inh	MBNL1 CUG block	PKM2 activator	KCNH2 3.1 block	ELG1 DNA repair
O=C(N/N=C/c1ccco1)c1csc2c1CCCC2
 : 15µM*	-11%	25%	13%	-3%	-4%	nt	12%	11%	14	?
C=CCc1cccc2cc(C(=O)N3CCN(c4ccccn4)CC3)c(=O)oc12
 : 0%	-6%	-4%	-6%	-5%	20%	-9%	-6%	11%	-6	-5%

# Further entries
structure | FLuc counter | Gal4-VP16 FLuc | NPC1 prom act | Rab9 promoter act | Mito fusion yeast | RORgamma inh | Menin-MLL TR inh | MBNL1 CUG block | PKM2 activator | KCNH2 3.1 block | ELG1 DNA repair
Cc1c(C(=O)N2CCCc3ccccc32)sc2nc(-c3ccccc3)cn12 | ? | 2% | 14% | 21% | 8% | 17% | nt | -5% | 14% | -4 | ?
CC(=O)N1CCN(c2nc(-c3cccs3)nc3ccccc23)CC1 | -3% | -4% | -1% | -3% | 3% | -18% | -10% | ? | -2% | -31 | -24%
CC(=O)N1CCOc2ccc(S(=O)(=O)N3CCC(C(=O)Nc4ccccc4F)CC3)cc21 | 1% | 11% | -1% | 0% | -5% | 3% | 19% | -6% | nt | -3 | 1%
O=CN1CCN(S(=O)(=O)c2ccc(Cl)c(C(=O)O)c2)CC1 | 1% | -1% | 15% | 2% | -4% | 13% | -9% | nt | 4% | -33 | -2%
CCOc1ccc(CCNC(=O)COC(=O)c2ccc(F)c(S(=O)(=O)N3CCOCC3)c2)cc1OCC | 0% | nt | 0% | -4% | 2% | nt | nt | nt | nt | -11 | 6%
CC12CCC(C(=O)N(CSC(=S)N/N=C\c3ccccc3O)C1=O)C2(C)C (centres undefined) | ? | ? | -10% | -7% | -13% | ? | ? | 13% | -9% | -19 | ?
Cc1ccc(F)cc1NCC(=O)Nc1ccc(Br)cc1 | ? | -8% | 14% | 18% | 3% | ? | ? | -15% | 2% | 7 | ?
O=C(COC(=O)c1ccc(O)cc1O)Nc1nnc(-c2ccccc2)o1 | ? | nt | -8% | -1% | -2% | nt | nt | nt | nt | -3 | 4%
Cc1nc(C(C)NC(=O)CCc2nnc(CCCc3ccccc3)o2)c(C)s1 (centres undefined) | 15µM* | 3% | ? | 2.8µM* | -1% | 13% | -11% | 6% | 0% | 17 | ?
Cc1cccc(CC2SC(N3CCN(c4ccccc4)CC3)=NC2=O)c1 (centres undefined) | 5% | 3% | 0% | -6% | 16% | 1% | -16% | -5% | 3% | 4 | -5%
CCOC(=O)CC1C(=O)NCCN1S(=O)(=O)c1ccc(Cl)cc1 (centres undefined) | 0% | -18% | 0% | -7% | 1% | ? | -15% | 3% | -12% | 5 | 1%
Cc1sc(NC(=O)c2ccccc2)c(C(=O)N2CCN(C)CC2)c1C | 4% | 7% | -1% | -1% | -1% | -4% | -10% | -5% | 3% | 15 | 12%
CC(C)(C)OC(=O)NCCCC[C@@H](C(=O)NCCCCCCCCCCC(=O)N1CCN(C(=O)OC(C)(C)C)CC1)n1cc(CCCC(=O)O)nn1 | 1% | nt | -1% | -2% | -4% | nt | nt | nt | nt | 1 | -1%
CCCCn1c(=S)[nH]c2c(oc3ccc(Cl)cc32)c1=O | -20% | ? | -3% | 1% | 1% | 1.1µM* | -3% | 21% | 5% | nt | -8%
CC(=O)N1c2c(ccc3ccccc23)C(C)CC12CCCCC2 (centres undefined) | 3% | 1% | 1% | -4% | 18% | -17% | nt | 1% | 0% | -2 | -1%
COc1ccc(-c2nc(CCNS(=O)(=O)c3ccc4c(c3)OCCO4)cs2)cc1 | 2% | -7% | -2% | -3% | 2% | ? | 20% | ? | 19% | 4 | ?

# Screening results: PubChem, National Center for Advancing Translational Sciences (NCATS)
